# m5-HT2A agonist: agonists of mouse serotonin 5-HT2A receptor (HTR2A); P35363; CHO-K1 mHTR2A beta-arrestin complementation, luminescence; percent of 30 µM serotonin response; activation, % at 7.6 µM; actives 0.66% (n = 360,000);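 active = activation above a run cutoff, the mean activation of all tested compounds plus 3 SD, cut at about 14% in these data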;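 note: 0% = plate median of compound wells and 100% = 30 µM serotonin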
# Target sequence (P35363 whole entry, looked up): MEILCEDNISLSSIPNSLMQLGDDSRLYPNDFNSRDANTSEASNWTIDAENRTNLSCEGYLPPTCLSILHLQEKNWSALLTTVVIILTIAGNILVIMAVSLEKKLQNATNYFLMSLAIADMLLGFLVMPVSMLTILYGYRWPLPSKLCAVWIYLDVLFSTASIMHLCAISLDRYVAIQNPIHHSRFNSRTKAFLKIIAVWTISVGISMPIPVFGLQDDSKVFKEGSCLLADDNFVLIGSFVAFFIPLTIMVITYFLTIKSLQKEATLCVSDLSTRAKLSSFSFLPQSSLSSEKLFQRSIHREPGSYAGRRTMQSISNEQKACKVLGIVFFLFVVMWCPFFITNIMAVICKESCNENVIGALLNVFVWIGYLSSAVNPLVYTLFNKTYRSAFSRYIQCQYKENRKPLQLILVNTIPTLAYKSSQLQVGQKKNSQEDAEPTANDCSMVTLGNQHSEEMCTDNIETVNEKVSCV
# ABHD5-PLIN5 inh: blocks binding of human ABHD5 to perilipin-5; Q00G26+Q8WTS1; Split G. princeps luciferase complementation, luminescence, 4 h; inhibition, % at 4 µM; actives 0.78% (n = 360,000); AID 602281;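 active = inhibition above the mean inhibition across every tested compound plus 3 SD, cut at about 22% in these data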;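 note: 0% = DMSO only wells and the 100% control is not disclosed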
# hiPSC survival: increases survival of single human iPS cells. hiPSC single-cell survival, ATPlite luminescence; 100% = ROCK inhibitor wells, 0% = DMSO. survival enhancement, % at 20 µM. actives 0.044% (n = 360,000). AID 602274; in the data active = survival enhancement above about 18%;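 note: cells exposed to compounds for 16 hours before the ATP read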
# Glyco luc inh: N-linked glycosylation inhibition | D54 ERlucT glycosylation luciferase reporter, 24 h; percent of 100 nM tunicamycin response | reporter increase, % at 12.5 µM | actives 0.23% (n = 360,000) | AID 588692;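 active = mean luciferase reporter signal, scaled so untreated is 0 and the glycosylation-blocking control 100, at or above a set limit in every replicate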;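 note: luciferase carries N-glycosylation sites so blocking glycosylation raises the light; 0% = median of neutral control wells and 100% = median of 100 nM tunicamycin wells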
# ABCB6 inh MLPCN: blocks the human ABCB6 transporter; actives 0.19% (n = 360,000); AID 602162; K562-ABCB6 porphyrin accumulation, flow cytometry, 1 h; hits give low values; Q9NP58; fluorescence ratio to DMSO, % at 10 µM;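 active = fluorescence ratio to DMSO below 75%, the collection mean minus 3 SD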;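 note: signal is porphyrin accumulated inside mitochondria; 100% equals median channel fluorescence of DMSO control wells; lower ratio means ABCB6 inhibition with less porphyrin fluorescence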
# Cardio protect: myocardial damage modulation in H9c2 cells. H9c2 cardiomyocytes, H2O2 injury protection, ATPLite, 2 h. protection from H2O2 cell death, % at 20 µM. actives 0.63% (n = 360,000). AID 588492;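 active = compounds giving at least 50% protection of heart cells from peroxide-induced death in the single-dose screen, raw or plate-pattern-corrected value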;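 note: 0% = DMSO wells with peroxide and 100% = DMSO wells without peroxide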
# Exocytosis inh: blocks lytic granule exocytosis; inhibition, % at 10 µM; TALL-104 LAMP-1 surface exposure, flow cytometry; cells stimulated with thapsigargin and PMA; actives 0.66% (n = 360,000);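 active = inhibition above about 55%, limit read from the data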
# MC4R barr agon: activates human MC4R beta-arrestin recruitment | activation, % at 8.9 µM | actives 0.98% (n = 360,000) | U2OS MC4R beta-arrestin complementation, luminescence; percent of melanotan II response, DMSO zero;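 active = activation above a per-plate cutoff, the mean activation of sample wells on that plate plus 3 SD, cut at about 8% in these data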
# Target sequence (P32245 whole entry, looked up): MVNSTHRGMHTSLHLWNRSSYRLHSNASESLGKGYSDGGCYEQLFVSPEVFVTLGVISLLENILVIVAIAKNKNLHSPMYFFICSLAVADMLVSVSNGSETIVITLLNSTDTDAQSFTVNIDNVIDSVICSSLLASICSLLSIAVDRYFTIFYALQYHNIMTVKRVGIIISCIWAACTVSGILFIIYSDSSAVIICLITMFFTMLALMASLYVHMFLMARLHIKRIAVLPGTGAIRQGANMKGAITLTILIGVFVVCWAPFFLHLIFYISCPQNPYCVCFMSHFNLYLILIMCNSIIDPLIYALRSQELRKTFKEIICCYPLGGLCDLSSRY
# MC4R antagonist: human MC4R antagonism in cAMP assay | P32245 | MC4R-expressing cells, MTII-stimulated cAMP, LANCE TR-FRET | inhibition, % at 6.5 µM | actives 0.48% (n = 360,000);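 active = inhibition above its plate's cutoff, the mean of tested wells on that plate plus 3 SD, cut at about 29% in these data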;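 note: 0% = Melanotan II alone and 100% = Melanotan II plus saturating MCL0020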
#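 Assay system: U2OS-MC4R stable cell line; Also added: Melanotan II; Technique: Eu-cAMP/anti-cAMP TR-FRET, emission 671 nm; Times: 30-min compound, 1-h challenge, 1-h detection, room temperature.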
# aDG glyco act: alpha-DG glycosylation activation. Pro5-aDG cells, alpha-DG glycosylation AlphaScreen (IIH6); 0% Pro5, 100% B10-LARGE cell signal. activation, % at 10 µM. actives 0.22% (n = 360,000);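 active = activation of at least 8% versus controls, or a plate z-score of at least 8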;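 note: Pro5 are CHO cells carrying HIG-tagged alpha-DG that lacks glycosylation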
# Starred values were filed as active, the others as inactive.
# Start of the listing, in advance, two compounds:
# Assay codes – A = m5-HT2A agonist; B = ABHD5-PLIN5 inh; C = hiPSC survival; D = Glyco luc inh; E = ABCB6 inh MLPCN; F = Cardio protect; G = Exocytosis inh; H = MC4R barr agon; I = MC4R antagonist; J = aDG glyco act
COC(=O)CCC(=O)OC1(C)C(=O)C=C2C=C(C3CC3)N(C(CO)CO)C=C2C1=O (stereo unspecified)
  A = 5.8; B = 1.4; C = -1.4; D = 3.0; E = 96.0; F = 8.0; G = -3.4; H = 1.0; I = 2.7; J = 1.3

CC(C)OC1(c2ccccc2)OC(=O)c2ccccc21 (stereo unspecified)
  A = -0.7; B = 1.5; C = -0.1; D = -3.0; E = 93.0; F = -5.9; G = -2.2; H = -0.2; I = 16.4; J = 0.1

# The whole of this part, previewed entries included:
# Assay codes – A = m5-HT2A agonist; B = ABHD5-PLIN5 inh; C = hiPSC survival; D = Glyco luc inh; E = ABCB6 inh MLPCN; F = Cardio protect; G = Exocytosis inh; H = MC4R barr agon; I = MC4R antagonist; J = aDG glyco act
COC(=O)CCC(=O)OC1(C)C(=O)C=C2C=C(C3CC3)N(C(CO)CO)C=C2C1=O (stereo unspecified)
  A = 5.8; B = 1.4; C = -1.4; D = 3.0; E = 96.0; F = 8.0; G = -3.4; H = 1.0; I = 2.7; J = 1.3

CC(C)OC1(c2ccccc2)OC(=O)c2ccccc21 (stereo unspecified)
  A = -0.7; B = 1.5; C = -0.1; D = -3.0; E = 93.0; F = -5.9; G = -2.2; H = -0.2; I = 16.4; J = 0.1

CN(C)C1(CNC(=O)C2CCN(S(=O)(=O)c3ccccc3C(F)(F)F)CC2)CCCCC1
  A = -2.9; B = 3.2; C = -0.3; D = -3.0; E = 87.0; F = -0.7; G = 4.9; H = -4.0; I = 2.3; J = 0.0

Nc1nc2nc(-c3ccc(Cl)cc3)cc(C(F)(F)F)n2n1
  A = -1.7; B = 3.1; C = 0.9; D = -0.3; E = 99.0; F = -3.2; G = -3.6; H = -2.1; I = 1.3; J = 0.4

CC1=C(C(=O)OC(C)C)C(c2cccs2)C(C(=O)OC(C)C)=C(C)N1
  A = -0.1; B = -11.4; C = -1.6; D = -1.9; E = 100.0; F = -12.9; G = 1.8; H = 2.1; I = 4.9; J = 0.0

COc1ccc(/C=C2\CN(Cc3ccccc3)C/C(=C\c3ccc(OC)c(O)c3)C2=O)cc1O
  A = -4.3; B = 72.2*; C = -0.7; D = -19.6; E = 95.0; F = 61.3*; G = 67.2*; H = -1.7; I = -0.5; J = -0.4

O=C(Cc1ccccc1)Nc1scc(-c2ccccc2)c1C(=O)N1CCOCC1
  A = -0.1; B = 1.8; C = 1.0; D = -0.8; E = 90.0; F = -8.9; G = -0.8; H = -0.6; I = -3.9; J = 0.0

COC(=O)c1cc(S(=O)(=O)NCc2ccc(S(N)(=O)=O)cc2)oc1C
  A = -0.1; B = 1.1; C = -0.6; D = 0.9; E = 95.0; F = 4.7; G = -3.5; H = 0.6; I = 7.3; J = 0.0

Cc1ccc(N(C(=O)C2CCC(=O)N2)C2(C(=O)NC3CCCC3)CCCCC2)cc1 (stereo unspecified)
  A = 5.6; B = 0.5; C = 1.3; D = 4.1; E = 94.0; F = 12.6; G = -1.3; H = -1.3; I = 4.3; J = 0.2

c1cc(-c2ccc(N3CCOCC3)cc2)n2cnnc2c1
  A = 1.6; B = 1.8; C = -1.8; D = 2.7; E = 95.0; F = 3.3; G = -7.1; H = 0.1; I = -4.9; J = -0.1

CS(=O)(=O)OCCCCOS(C)(=O)=O
  A = -5.2; B = -1.7; C = -0.2; D = 1.1; E = 96.0; F = 2.4; G = -6.1; H = -1.6; I = -0.8; J = 0.0

Cc1cc(NC(=O)CSc2ccc3c(c2)OCCO3)no1
  A = 0.4; B = 1.7; C = 1.9; D = 2.6; E = 98.0; F = -10.6; G = 1.9; H = 0.1; I = 2.3; J = -0.1

CC(CCC(=O)O)C1CCC2C3CC(O)C4CC(O)CC[C@]4(C)C3CCC12C (stereo partly specified)
  A = 3.8; B = 10.4; C = -2.2; D = -1.2; E = 98.0; F = 3.8; G = 5.9; H = -0.6; I = 5.1; J = 0.3

O=CN1CCN(CC(O)Cn2c3ccccc3c3ccccc32)CC1 (stereo unspecified)
  A = 2.9; B = -0.5; C = 0.6; D = -2.5; E = 98.0; F = 2.2; G = 3.3; H = -1.3; I = 6.0; J = 0.2

CCc1cnccc1CCC(=O)Nc1ccccc1C
  A = 2.5; B = -1.3; C = 1.3; D = 0.9; E = 102.0; F = 3.9; G = -1.9; H = -2.4; I = 20.7; J = 0.0

# Six structures already listed, sorted by molecular weight, high to low:
# Assay codes – A = m5-HT2A agonist; B = ABHD5-PLIN5 inh; C = hiPSC survival; D = Glyco luc inh; E = ABCB6 inh MLPCN; F = Cardio protect; G = Exocytosis inh; H = MC4R barr agon; I = MC4R antagonist; J = aDG glyco act
CN(C)C1(CNC(=O)C2CCN(S(=O)(=O)c3ccccc3C(F)(F)F)CC2)CCCCC1
  A = -2.9; B = 3.2; C = -0.3; D = -3.0; E = 87.0; F = -0.7; G = 4.9; H = -4.0; I = 2.3; J = 0.0

O=C(Cc1ccccc1)Nc1scc(-c2ccccc2)c1C(=O)N1CCOCC1
  A = -0.1; B = 1.8; C = 1.0; D = -0.8; E = 90.0; F = -8.9; G = -0.8; H = -0.6; I = -3.9; J = 0.0

O=CN1CCN(CC(O)Cn2c3ccccc3c3ccccc32)CC1 (stereo unspecified)
  A = 2.9; B = -0.5; C = 0.6; D = -2.5; E = 98.0; F = 2.2; G = 3.3; H = -1.3; I = 6.0; J = 0.2

Nc1nc2nc(-c3ccc(Cl)cc3)cc(C(F)(F)F)n2n1
  A = -1.7; B = 3.1; C = 0.9; D = -0.3; E = 99.0; F = -3.2; G = -3.6; H = -2.1; I = 1.3; J = 0.4

Cc1cc(NC(=O)CSc2ccc3c(c2)OCCO3)no1
  A = 0.4; B = 1.7; C = 1.9; D = 2.6; E = 98.0; F = -10.6; G = 1.9; H = 0.1; I = 2.3; J = -0.1

CC(C)OC1(c2ccccc2)OC(=O)c2ccccc21 (stereo unspecified)
  A = -0.7; B = 1.5; C = -0.1; D = -3.0; E = 93.0; F = -5.9; G = -2.2; H = -0.2; I = 16.4; J = 0.1

# Additional structures.
# Assay codes – A = m5-HT2A agonist; B = ABHD5-PLIN5 inh; C = hiPSC survival; D = Glyco luc inh; E = ABCB6 inh MLPCN; F = Cardio protect; G = Exocytosis inh; H = MC4R barr agon; I = MC4R antagonist; J = aDG glyco act
O=C(NCCOc1ccc(Cl)cc1)c1ccc2c(c1)OCCO2
  A = 0.3; B = -16.1; C = -0.1; D = -2.6; E = 84.0; F = -8.7; G = -0.8; H = 0.3; I = -0.9; J = 0.2

CC1(C)Cc2c(cnn2-c2ccc(F)cc2)C(NC(=O)CN2CCCC2=O)C1 (stereo unspecified)
  A = 0.7; B = -3.9; C = 0.3; D = -2.7; E = 98.0; F = -6.6; G = -1.9; H = -1.6; I = -3.6; J = 0.0

COc1cccc(-c2cc(C(=O)N3CCCc4ccccc43)no2)c1
  A = -5.0; B = -5.5; C = 4.5; D = 4.9; E = 100.0; F = -6.3; G = -0.8; H = -0.3; I = 11.2; J = 0.1

Cc1csc(=O)n1CCC(=O)OCC(=O)Nc1ncc(Cl)cc1Cl
  A = -2.3; B = -3.7; C = -0.4; D = 0.4; E = 98.0; F = -2.6; G = 16.5; H = -2.1; I = 14.8; J = 0.2

OC(c1ccc(F)cc1)c1ncc(-c2ccc(Oc3ccccc3)cc2)[nH]1 (stereo unspecified)
  A = -5.6; B = -12.5; C = -0.6; D = -3.0; E = 89.0; F = -21.3; G = 3.5; H = 8.0; I = 2.1; J = 0.1

CCN(CC(=O)Nc1ccc(NC(C)=O)cc1)C(=O)c1ccc(NC2CC2)c([N+](=O)[O-])c1
  A = 3.7; B = 10.9; C = 1.5; D = 1.5; E = 99.0; F = 0.2; G = 12.6; H = -3.9; I = 8.6; J = 0.2

CCOC(=O)c1cncc(C#CCO)c1
  A = -2.2; B = 0.1; C = -0.3; D = 0.4; E = 100.0; F = -0.3; G = -10.4; H = 0.9; I = 22.2; J = 0.0

CC(=O)N1CCN(S(=O)(=O)c2ccc3c(c2)CCC(=O)N3)CC1
  A = -5.0; B = -8.1; C = -0.4; D = 0.3; E = 101.0; F = 1.5; G = 2.5; H = -4.4; I = 11.7; J = -0.2

CCOC(=O)c1cc2c(ccn2C)n1CC(=O)N1CCCC(C)C1 (stereo unspecified)
  A = 1.4; B = -15.0; C = 5.3; D = 1.7; E = 98.0; F = 4.5; G = -3.7; H = -0.1; I = 2.8; J = -0.3
